# Myeloid diff 2: induction of myeloid progenitor differentiation, primary screen, cell-based, flow cytometry, MLPCN library. ER-HoxA9 myeloid progenitors, lysozyme-GFP differentiation. actives 1% (n = 360,000). calls only at 10 µM;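 active = normalized GFP-positive differentiation at or above the plate's own cutoff, the solvent-only control mean plus 3 SD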;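 note: cells exposed to compound for four days before flow analysis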
# MT stabilize HCS: microtubule stabilizers in HeLa cells, primary screen, imaging, high-content imaging | HeLa tubulin immunostaining HCS, 24 h; share of cells brighter than vehicle mean+2SD | % tubulin-high responders, % at 10 µM | actives 0.83% (n = 200,000);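 active = plate Z-score above 3 for both tubulin-high and condensed-nucleus cell shares, with cell loss under 80%, at 10 µM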;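 note: anti alpha tubulin signal scored within the nucleus-defined area of each cell; some results filed as inactive read as strong as hits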
# human PMI inhibition: inhibitors of human PMI, primary screen, biochemical, fluorescence intensity, coupled assay (AID 1209); actives 0.42% (n = 190,000); one-dose inhibition, % at 20 µM; IC50 in µM for titrated hits; purified PMI enzyme, coupled fluorescence intensity; higher % means a stronger effect; in the data active = inhibition above about 50%;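 note: plate controls were DMSO vehicle for no effect and wells lacking substrate for full effect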
# bCat nuc transl: modulators of beta-catenin nuclear translocation, primary screen, imaging, HeLa cells, immunofluorescence, high-content. nuclear translocation activity, % at 5 µM. AID 1665, 2009. actives 0.3% (n = 190,000);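 active = nuclear translocation activity above 50% at 5 µM, with a well cell count of 50 or more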;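 note: per-cell ratio of nuclear to cytoplasmic median beta-catenin stain intensity; plate controls were DMSO negative control for no effect and GSK-3 inhibitor IX positive control for full effect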
#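 Test system: human HeLa cell line; Doses: 5 µM primary, 0.02–20 µM confirmation; Incubation: 24 h compound exposure, 37°C; Detection: beta-catenin immunofluorescence imaging with DAPI; Read-out: beta-catenin nuclear/cytoplasmic ratio, % activation.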
# Insulin prom up: insulin promoter activators in MIN6 cells, imaging, high-content screening, mouse beta cells | z-score at 5 µM | actives 0.3% (n = 190,000) | MIN6 insulin promoter-GFP reporter; active compounds read high;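 active = z-score above 3 at 5 µM with at least 500 cells counted in the well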
# Dynein transport: inhibitors of GR-EGFP nuclear translocation, primary screen, dynein cargo transport inhibitor project, imaging, high-content, 3617.4 mouse cells. actives 0.47% (n = 220,000). test concentration mostly 20 µM; stimulated with dexamethasone, 1 µM; active compounds read low. z-score, hits read low;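 active = plate z-score of nuclear minus cytoplasmic receptor signal below a set negative limit, without overly bright fluorescence or cell loss, cut at about -3.5 in these data, passing the limit was not always enough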;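 note: z-score of nuclear minus cytoplasmic ring GR-EGFP intensity difference per well; some compounds called inactive have numbers as strong as hits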
#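 Also added – dexamethasone, 1.0 µM final · Buffer or medium – tet-free, stripped-serum medium · Schedule – induction 48 h, compound 1 h, agonist 30 min · Detection – formaldehyde fixation, Hoechst nuclear stain, 10x automated fluorescence imaging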
# TNAP activation fold: human TNAP enzyme activators, primary screen, biochemical, luminescent, no phosphate acceptor, uHTS (AID 1001); actives 0.03% (n = 200,000); activation fold at 20 µM; hits with a dose series show EC50 in µM; Alkaline phosphatase, tissue-nonspecific isozyme (Homo sapiens); purified TNAP, luminescent activation assay, no phosphate acceptor; higher activation fold means a stronger effect; in the data active = activation fold from about 3, or a potency from the dose series; inactive = the rest, 99 in 100 with activation fold below about 1.6; note: many of its hits are not listed in these tables
# T cell HTS: modulators of CD8 T cell-vesicle binding, primary screen, mouse 2C CD8+ T cells, flow cytometry; actives 0.068% (n = 330,000); 2C CD8+ T cell-vesicle binding; active compounds read low; calls only at 7 µM; AID 2052, 2009;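 active = response, share of CD8 T cells binding vesicles, and their 90th percentile fluorescence all below set limits, cut at about 80% in these data, passing the limit was not always enough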
#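 Incubation: binding step 1.5 h, 37 °C, antibody labelling 20 min, ice; system: murine 2C transgenic CD8+ T lymphocytes; technique: cytometric PE anti-B7-1 and Alexa647 anti-CD8 signals after 1% paraformaldehyde fixation; also added: QL9-charged Drosophila Ld/ICAM-1/B7-1 vesicles; control set: naked versus QL9-loaded vesicles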
# Hep lipid drop: inhibitors of hepatocyte lipid droplet formation, primary screen, imaging, high-throughput imaging, BODIPY stain | actives 0.4% (n = 240,000) | AID 1656, 2009 | AML12 mouse hepatocytes, oleate lipid droplets | inhibition, % at 6.5 µM;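 active = lipid droplet intensity inhibited by at least 50%, with more than 500 cells counted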
#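 Material – AML12 mouse liver cells · Also added – oleate loading, 100 µM · Compound dosing – 6.5 µM single-point dosing · Times – overnight treatment with compound plus oleate · Measured by – fluorescence imaging, 20x objective, two fields per well · Read-out – percent inhibition of filter-corrected integrated lipid droplet intensity per well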
# Dynein transport cytoplasmic EGFP: further read-out of Dynein transport, marked with its call; z-score; measured here: cytoplasmic GR-EGFP intensity; active compounds read high
# Dynein transport nuclear GR-EGFP: second read-out of Dynein transport, no call of its own (marks repeat the call); z-score; measured here: nuclear GR-EGFP intensity;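 lower value marks the stronger effect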
# Dynein transport cell count: second read-out of Dynein transport, no call of its own (marks repeat the call); z-score; measured here: cell count per field
# Insulin prom up cell count: also measured in Insulin prom up; calls as there; cell count; measured here: cytotoxicity, nuclei count;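 total cells summed across four imaged fields per well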
# Hep lipid drop cells 6.5 µM: also measured in Hep lipid drop; calls as there; cell count; measured here: cell count, cytotoxicity flag;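 cells counted across two imaged fields per well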
# bCat nuc transl cell count 5 µM: second read-out of bCat nuc transl, no call of its own (marks repeat the call); cell count; measured here: cell count, cytotoxicity flag
# T cell HTS vesicle-bound %: second read-out of T cell HTS, no call of its own (marks repeat the call); double positive events, %; measured here: CD8+ vesicle-bound cell fraction;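 binding gate set so that unloaded-vesicle control wells show 10% double positive cells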
# MT stabilize HCS Hoechst-high %: also measured in MT stabilize HCS; calls as there; % Hoechst-high responders; measured here: nuclear condensation Hoechst responders;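 share of cells brighter than vehicle mean plus two SD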
# MT stabilize HCS cytotoxicity %: also measured in MT stabilize HCS; calls as there; toxicity, %; measured here: cytotoxicity by cell density;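 0% = mean cell density of plate MIN control wells and 100% = no cells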
# Myeloid diff 2 GFP+ MAC1+ %: recorded beside Myeloid diff 2, whose call it bears; GFP+ MAC1+ double positive, %; measured here: differentiation confirmed by MAC1 staining
# The depositor's hits bear a star; i = inactive; nt = no result given; + = active, no number. The list is partial; the hit share may differ from the screen's.
SMILES,Myeloid diff 2,Myeloid diff 2 GFP+ MAC1+ %,MT stabilize HCS,MT stabilize HCS Hoechst-high %,MT stabilize HCS cytotoxicity %,human PMI inhibition,bCat nuc transl,bCat nuc transl cell count 5 µM,Insulin prom up,Insulin prom up cell count,Dynein transport,Dynein transport cytoplasmic EGFP,Dynein transport nuclear GR-EGFP,Dynein transport cell count,TNAP activation fold,T cell HTS,T cell HTS vesicle-bound %,Hep lipid drop,Hep lipid drop cells 6.5 µM
CC(=NCCN1CCOCC1)c1c(O)n(C2CCCCC2)c(=O)[nH]c1=O,i,1.8,1.9,2.3,8.6,-5.1%,-1.2,971,-0.05,1020,4.65,-0.0151,2.44,-2.8,1,i,51.1,nt,nt
O=C(Nc1cccc(C(F)(F)F)c1)c1cccn(Cc2ccc3c(c2)OC(F)(F)O3)c1=O,i,0.7,1.8,1.2,3.7,22.9%,nt,nt,nt,nt,-0.275,-0.242,-0.667,0.905,1.1,i,48.5,nt,nt
CN1C(=O)C(=Cc2ccccc2OCCOc2ccc([N+](=O)[O-])cc2)C(=O)N(C)C1=O,i,0.1,2.8,2.5,12.9,-26.6%,nt,nt,-0.38,1072,-0.718,-0.235,-0.564,0.761,1,i,47.7,-13.3,659
CN(C)c1ccc(NC(=O)CN2C(=O)CN=C(c3ccccc3)c3ccccc32)cc1,+,6.8*,1.5,0.8,1.5,4.2%,0.4,1436,-0.94,1500,0.0962,-0.234,-0.151,0.293,1.1,i,46.5,nt,nt
O=C1NC(=O)N(c2ccc3c(c2)OCO3)C(=O)/C1=C\c1ccc(N2CCCCC2)o1,i,1.2,6.0,2.4,1.3,10.2%,-2.4,1081,0.88,1456,-0.874,-0.255,-0.577,0.426,0.6,i,50.3,1.1,660
CCCCCCn1c(O)c(/C=N/N2CCCCCC2)c(=O)[nH]c1=O,i,0.5,nt,nt,nt,nt,0.5,1254,-0.55,1045,0.263,-0.321,-0.19,1.15,nt,i,31.4,6.1,760
COc1ccccc1-n1c(CNCC2CCCO2)nc2ccccc2c1=O (configuration not stated),i,1.1,3.8,3.6,8.2,-3.1%,2.7,896,-0.21,1219,-1.11,0.0774,-0.83,1.04,1,i,51.3,3.5,556
COc1ccc(OC)c(NC2=NCCS2)c1,i,0.5,3.6,1.4,6.7,9.1%,-3.8,1101,0.07,1540,0.373,0.121,0.44,-0.177,1.1,i,35.3,-9.6,671
COc1ccc(CC(=O)N2CCN(C)CC2)cc1,i,20.7,3.8,1.8,4.7,13.2%,0.6,1402,3.53*,1505*,2.77,-0.171,1.36,-1.08,1,i,33.3,nt,nt
CC(=NCCCn1ccnc1)c1c(O)n(C)c(=O)n(C)c1=O,i,6.3,2.1,1.7,5.9,6.2%,-0.2,1032,0.57,1862,-0.611,-0.195,-0.296,0.767,1,i,47.1,-10.5,666
CCn1ccnc1CN1CCCC(C(=O)c2cccc(C(F)(F)F)c2)C1 (configuration not stated),i,1.2,3.0,2.0,1.1,6.4%,-3.4,917,-0.42,1343,0.597,-0.218,0.0926,-0.0797,1,i,59.8,-6.3,721
O=C1/C(=C\c2cc3c(cc2Br)OCO3)N2CCC1CC2,i,0.4,1.0,2.8,7.8,-4.3%,4.3,521,0.03,1198,-0.803,-0.275,-0.684,0.96,0.9,i,71.7,-34.3,674
O=C(C1CC(c2ccccc2O)=NO1)N1CCC2(CC1)OCCO2 (configuration not stated),i,2.5,1.3,1.6,0.5,-3.2%,nt,nt,-0.68,909,0.0623,-0.135,-0.0329,0.491,1,i,18.6,1.3,743
CC(=NCCCn1ccnc1)c1c(O)n(C2CCCCC2)c(=O)[nH]c1=O,i,0.7,nt,nt,nt,nt,-0.8,1336,0.24,921,-0.0692,-0.227,0.381,0.0302,nt,i,30.1,11.9,782
COc1ccc(CN2C(=O)NC(=O)/C(=C\c3cc(OC)c(OC)c(OC)c3)C2=O)cc1,i,1.2,3.0,2.6,0.8,-14.2%,-0.2,572,nt,nt,-0.109,-0.139,-0.319,0.278,1.2,i,47.6,-1.6,718
CSCCC(N=Cc1c(O)n(-c2ccc(Br)cc2)c(=O)[nH]c1=O)C(=O)OC(C)(C)C (configuration not stated),i,2.8,3.1,1.3,4.2,11.8%,-0.1,1376,0.56,1546,0.293,-0.239,-0.748,-0.863,0.9,i,36.3,nt,nt
O=C(CCNS(=O)(=O)c1ccccc1)Nc1ccc(Cl)cc1C(=O)c1ccccc1,i,0.4,2.1,1.1,8.7,-7.0%,-2.7,1047,0.69,1382,-0.951,-0.199,-0.689,0.552,0.9,i,100.0,-45.9,663
C[C@]12CCC(=O)C[C@@H]1CC[C@@H]1[C@@H]2CC[C@@]2(C)[C@H]1CC[C@]2(C)O,nt,nt,nt,nt,nt,-2.7%,-1.1,1145,-0.17,1350,nt,nt,nt,nt,1.1,nt,nt,-2.1,767
C=CCN1C(=O)/C(=C/c2cc(C)n(-c3cccnc3)c2C)C(=O)NC1=S,i,0.5,4.2,2.8,5.5,50.2%*,nt,nt,-0.49,1122,-6.46*,1.01*,-2.51*,1.12*,0.9,i,42.5,-2.3,702
CCOP(=O)(OCC)C(O)c1cccc([N+](=O)[O-])c1 (configuration not stated),i,0.8,2.9,2.5,6.2,-8.7%,-1.0,1101,-1.72,1179,-0.688,-0.187,-0.308,0.302,1.1,i,41.6,4.7,716
CCOC(=O)C1(CCc2ccccc2)CCN(C2CCSCC2)CC1,i,0.1,2.6,1.5,6.1,1.6%,-1.3,1094,-0.75,1605,1.49,-0.211,0.359,0.15,1,i,2.8,-36.4,603
Cc1cc(C=O)c(C)n1C1CC1,i,0.1,2.9,1.7,6.8,-2.0%,-0.8,1098,0.45,1273,0.346,-0.308,0.0819,-0.306,1.1,i,18.8,5.6,702
CCN(CC)C(=O)c1ccc(NC(=O)COc2ccccc2F)cc1,i,0.1,4.2,2.5,2.4,7.3%,-0.4,1155,1.33,1048,0.346,-0.294,0.545,0.05,1.1,i,40.6,13.1,709
CC(=Nc1ccc2c(c1)CCC2)c1c(O)n(-c2ccccc2)c(=O)[nH]c1=O,i,0.4,nt,nt,nt,nt,-6.0,1142,-2.74,913,0.626,0.00567,0.934,-0.23,nt,i,25.5,20.1,748
O=C(c1cccc(Cl)c1)C1CCCN(Cc2cccc3cnccc23)C1 (configuration not stated),i,0.8,3.6,2.2,9.2,12.4%,-0.9,1120,0.4,1286,-0.38,-0.28,-0.129,0.482,1.1,i,65.1,-31.0,578

# Further entries:
SMILES,Myeloid diff 2,Myeloid diff 2 GFP+ MAC1+ %,MT stabilize HCS,MT stabilize HCS Hoechst-high %,MT stabilize HCS cytotoxicity %,human PMI inhibition,bCat nuc transl,bCat nuc transl cell count 5 µM,Insulin prom up,Insulin prom up cell count,Dynein transport,Dynein transport cytoplasmic EGFP,Dynein transport nuclear GR-EGFP,Dynein transport cell count,TNAP activation fold,T cell HTS,T cell HTS vesicle-bound %,Hep lipid drop,Hep lipid drop cells 6.5 µM
Cc1cc(/C=C2\C(=O)NC(=O)N(Cc3ccco3)C2=O)c(C)n1-c1ccc(O)cc1,i,0.6,1.5,1.1,0.8,14.8%,0.5,884,nt,nt,-0.131,-0.115,0.153,0.115,0.9,i,44.7,-6.8,626
Cn1c(O)c(C=Nc2ccc3c(c2)CCC3)c(=O)n(C)c1=O,nt,nt,nt,nt,nt,-2.0%,-1.9,954,0.35,1124,nt,nt,nt,nt,1.1,i,13.0,nt,nt
NS(=O)(=O)c1cccc(N2CCNCC2)c1,i,0.7,3.4,1.7,6.6,-6.1%,-0.7,1133,0.1,1393,0.915,-0.241,0.895,-0.848,1,i,40.8,10.8,729
O=C(CNC(=O)c1ccc(Cl)cc1)Nc1ccc(Br)cc1C(=O)c1ccccc1,i,1.2,3.0,3.7,10.1,8.0%,-1.6,950,-0.73,2127,-0.364,-0.231,0.788,-0.591,0.9,i,24.2,-6.9,588
Cc1ccccc1-n1c(-c2ccco2)nc2ccccc2c1=O,i,0.8,4.5,2.3,5.1,-2.9%,-3.1,1244,-0.5,1054,-0.296,-0.157,-0.0615,1.8,1.1,i,36.4,-5.0,731
C=CCn1c(O)c(C(C)=NCCC(c2ccccc2)c2ccccc2)c(=O)[nH]c1=O,i,0.8,1.8,1.3,5.7,9.8%,-1.5,1044,0.04,1479,-0.0287,-0.181,-0.11,-0.0911,1,i,30.2,5.2,588
CC1(C)OC(c2ccccc2)=C/C(=C/C=C2C(=O)NC(=O)NC2=O)O1,i,0.2,5.5,1.8,5.5,6.8%,8.5,1018,1.16,1294,-0.679,-0.157,-0.235,0.624,0.6,i,2.9,7.9,714

# Screening results (PubChem BioAssay)
